SSB-PriA inh: blocks PriA binding to SSB C-terminal tail. AlphaScreen SSBct-PriA binding, biotinylated peptide. inhibition, % at 33 µM. 0.6% of 430,000 active. AID 1272365; in the data active = inhibition mostly above about 37%, no sharp cut-off; inactive = mostly below about 20%;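 also: plate controls were negative control peptide for no effect and reference peptide for full effect; strong numbers were not always called active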
Numbers without * were called inactive; & = joins results of further samples.

no. | compound | SSB-PriA inh
1 | COC(=O)c1c(NC(=O)Cc2cccs2)sc2c1CCN(C(C)C)C2 | 9
2 | CCCS(=O)(=O)N1CCCc2cc(NS(=O)(=O)Cc3ccc(Cl)cc3)ccc21 | 3
3 | O=S(=O)(CCCOc1ccc2c(c1)OCO2)NCc1ccncc1 | 10&-1
4 | O=C(CSc1nc2c(cnn2-c2ccc(F)cc2)c(=O)[nH]1)Nc1ccc(OC(F)(F)F)cc1 | -17
5 | CSc1ccc(CC(=O)Nc2nc(-c3cccs3)cs2)cc1 | -1
6 | CCOc1ccc(C2N(Cc3ccccc3)CCN2Cc2ccccc2)cc1 | -17
7 | O=[N+]([O-])c1ccc(-c2ccc(C=NNc3nc(NCc4ccccc4)nc(N4CCOCC4)n3)o2)cc1 | -3
8 | O=C(CSc1ncnc2scc(-c3ccccc3)c12)Nc1ccc(Cl)cc1 | -17
9 | O=C(Cc1c[nH]c2ccccc12)NCc1ccccc1 | -5
10 | O=C(Nc1c[nH]c2ccccc12)N1CCCC1 | 4
11 | COC(=O)c1ccc(NC(=O)CCn2cnc3c(cnn3C(C)(C)C)c2=O)cc1 | 2
12 | Cc1cc(CNC(=O)Cc2c(C)noc2C)c(C)o1 | 2

The list continues:
no. | compound | SSB-PriA inh
13 | COc1ccc(Cl)cc1NC(=O)CSc1ccc(NC(=O)c2ccco2)nn1 | -3
14 | COc1ccc(-c2cc(N3CCC(C(=O)Nc4cccc(-c5csc(C)n5)c4)CC3)ncn2)cc1 | 1
15 | Cc1cc(NC(=O)c2ccncc2)c2cc(Br)ccc2n1 | -5
16 | Cc1nc2c(sc3cccc(F)c32)c(=O)n1CC(=O)Nc1ccc2c(c1)OCCO2 | -1
17 | COc1cccc(C(=O)NC(=O)c2oc3ccccc3c2C(N)=O)c1OC | 1
18 | Cc1ccccc1C1CCN(S(=O)(=O)c2ccc(OCC(N)=O)cc2)CCS1 (configuration not stated) | -4
19 | COC(=O)c1cn(S(=O)(=O)c2ccc(C)cc2)c2ccccc12 | -3
20 | Cc1nnc(SCC(=O)Nc2nccs2)n1-n1cccc1 | -4
21 | Cc1ccc(N2CC(CNC(=O)NC3CCCCC3)OC2=O)cc1 (configuration not stated) | -13
22 | Cc1cc(C)c(NC(=O)CSc2ncc(-c3ccc(F)cc3)o2)c(C)c1 | -2
23 | NCc1nc(COc2ccc(Cl)cc2)no1 | -14
24 | CO[C@@H](CNC(=O)C(=O)Nc1cccc(Cl)c1C)c1ccsc1 | -3

Next structures.
no. | compound | SSB-PriA inh
25 | COCCN(Cc1ccoc1)C(=O)NCc1cccs1 | -6
26 | Cn1nc(CNS(=O)(=O)c2cccc(C(F)(F)F)c2)c2c1CCCC2 | -9
27 | O=C(/C=C/c1cccs1)OCc1ccc2c(c1)OCO2 | -146
28 | O=C(CSc1ncc(-c2cccc(Br)c2)o1)Nc1ccccc1Br | -54
29 | Cc1cccc(C=Nn2c(C)nc3ccccc3c2=O)c1 | -13
30 | Cc1ccc(NC(=O)C2CC(=O)NC(=NN=Cc3ccco3)S2)cc1 (configuration not stated) | -4
31 | O=C(NCc1ccc(C(=O)c2ccsc2)s1)C(=O)NC1CC1 | 2
32 | O=C(Nc1nc2ccccc2s1)c1ccc(OCc2nc(C3CC3)cs2)cc1 | -14
33 | CCC(C)NC(=O)Cc1csc(NC(=O)OC)n1 (configuration not stated) | -16
34 | COc1cc(NC(=O)NCC(c2ccsc2)N2CCCC2)cc(OC)c1 (configuration not stated) | -1
35 | CC(C)(C)OC(=O)C[C@H]1C/C=C/C[C@@H](CC(=O)N[C@@H](CO)Cc2ccccc2)C(=O)N2CCC[C@@H]2COC1=O | 5
36 | Cn1c(SCc2ccc(C(F)(F)F)cc2)nnc1-c1c[nH]c2ccccc12 | -3

Later entries:
no. | compound | SSB-PriA inh
37 | COc1ccc(C(C)=NNc2nc(C)cc(-c3ccccc3)n2)cc1 | -9
38 | CCOC(=O)c1oc2ccccc2c1NC(=O)/C=C/c1cccs1 | -5
39 | O=C(CCC1=NS(=O)(=O)c2ccccc2N1)N1CCN(c2ccccn2)CC1 | -16
40 | Cc1csc(C(=O)N2CCN(CC(F)(F)F)CC2)c1 | -6
41 | Cc1cc(C)c2sc(NCCCN3CCOCC3)nc2c1 | 24
42 | Cn1c(=NC(=O)C(c2ccccc2)c2ccccc2)sc2cc3c(cc21)OCO3 | 0
43 | O=S(=O)(CCc1ccccc1)N1CCN(c2ccc3nnc(C4CC4)n3n2)CC1 | -1
44 | COc1cccc(-c2cc(C(=O)N3CCC(S(=O)(=O)Cc4ccco4)CC3)n(C)n2)c1 | 9
45 | CCOC(=O)c1ccccc1NC(=O)CSC1=Nc2cc(S(=O)(=O)CC)ccc2OC1 | -21
46 | Cc1cccc(OC2CCN(C(=O)C3CCC(=O)N3)CC2)n1 (configuration not stated) | -9
47 | CCc1ccc(C(=O)NCC2CCN(C(C)C)CC2)cc1 | 5
48 | COc1ccc(F)cc1S(=O)(=O)N1CCN(c2ccc3nnc(C4CC4)n3n2)CC1 | -5&-2

Next part
no. | compound | SSB-PriA inh
49 | COC(=O)c1ccc(C(=O)NNc2nc3cc(C)cc(C)c3s2)cc1 | -8
50 | CCC1SC(CC)C(=O)N(CC(=O)Nc2cccc(C)c2C)C1=O (configuration not stated) | -5
51 | O=S(=O)(c1cccc(C(F)(F)F)c1)N1CCC(N2CC[C@H](O)C2)CC1 | -8
52 | Cn1c(=O)c2cc(C(=O)O)[nH]c2n(C)c1=O | -4
53 | Cc1cc(C(=O)NCCn2ccnc2-c2ccccn2)c(C)o1 | -11
54 | CCCc1cc(Nc2ccc(F)cc2)n2nc3nc(C)cc(C)c3c2n1 | -61
55 | Nc1ccc2nc(CO)[nH]c2c1 | 0
56 | COc1ccc(-n2ccnc(SCc3ccc(C)cc3)c2=O)cc1Cl | -14
57 | COc1ccc(S(=O)(=O)C2CCN(C(=O)Cc3c[nH]c4ccccc34)CC2)cc1 | 6
58 | O=C(Nc1ccc2c(c1)CN(C(=O)c1ccccc1)CC2)c1ccc(F)cc1Cl | -11
59 | O=C(c1cnn(-c2ccccc2)n1)N(CCc1cccs1)C1CCOCC1 | -2
60 | CC1(C)COc2ccc(NC(=O)COc3ccccc3F)cc2NC1=O | 6

(further entries)
no. | compound | SSB-PriA inh
61 | CN(C)c1nccnc1OC1CCCN(C(=O)C2CCC(=O)N2)C1 (configuration not stated) | -23
62 | C/C=C/C(=O)Nc1c(C(=O)Nc2ccc3c(c2)OCCO3)oc2ccccc12 | -5
63 | CC(=O)N1CCN(C(=O)Cc2csc3nc(-c4ccc(C)cc4)cn23)CC1 | -7
64 | CCOc1nc2ccccc2nc1C(C#N)C(=O)NCc1ccccc1 (configuration not stated) | -25
65 | O=C(CON=Cc1ccccc1Cl)N1CCCc2ccccc21 | -54
66 | CC(=NNC1=NCCN1)c1ccc(N)c([N+](=O)[O-])c1 | 13
67 | CCOc1ccccc1NC(=O)c1oc2ccccc2c1NC(=O)[C@@H]1CCCO1 | -8
68 | CN(C)c1ccc(C(c2cc(C(C)(C)C)c(O)c(C(C)(C)C)c2)N2CCCC2)cc1 (configuration not stated) | -1
69 | O=C(c1cc(-c2ccc(F)cc2)c[nH]1)N1CCN(c2ccc(-n3cncn3)nn2)CC1 | 1
70 | O=C(Cc1cc(-c2ccccc2)on1)NCc1ccc2c(c1)OCO2 | -12
71 | Cc1nnc(SCC(=O)NC2CCCCC2)n1-n1cccc1 | -9&-8
72 | Cn1c(=O)oc2ccc(S(=O)(=O)N3CCC4(CC3)OC(=O)c3ccccc34)cc21 | -6

Structures above with two or more sulfur atoms (9):
no. | compound | SSB-PriA inh
1 | COC(=O)c1c(NC(=O)Cc2cccs2)sc2c1CCN(C(C)C)C2 | 9
2 | CCCS(=O)(=O)N1CCCc2cc(NS(=O)(=O)Cc3ccc(Cl)cc3)ccc21 | 3
5 | CSc1ccc(CC(=O)Nc2nc(-c3cccs3)cs2)cc1 | -1
8 | O=C(CSc1ncnc2scc(-c3ccccc3)c12)Nc1ccc(Cl)cc1 | -17
18 | Cc1ccccc1C1CCN(S(=O)(=O)c2ccc(OCC(N)=O)cc2)CCS1 (configuration not stated) | -4
20 | Cc1nnc(SCC(=O)Nc2nccs2)n1-n1cccc1 | -4
31 | O=C(NCc1ccc(C(=O)c2ccsc2)s1)C(=O)NC1CC1 | 2
32 | O=C(Nc1nc2ccccc2s1)c1ccc(OCc2nc(C3CC3)cs2)cc1 | -14
45 | CCOC(=O)c1ccccc1NC(=O)CSC1=Nc2cc(S(=O)(=O)CC)ccc2OC1 | -21

From no. 67 up to 72, as listed above:
no. | compound | SSB-PriA inh
67 | CCOc1ccccc1NC(=O)c1oc2ccccc2c1NC(=O)[C@@H]1CCCO1 | -8
68 | CN(C)c1ccc(C(c2cc(C(C)(C)C)c(O)c(C(C)(C)C)c2)N2CCCC2)cc1 (configuration not stated) | -1
69 | O=C(c1cc(-c2ccc(F)cc2)c[nH]1)N1CCN(c2ccc(-n3cncn3)nn2)CC1 | 1
70 | O=C(Cc1cc(-c2ccccc2)on1)NCc1ccc2c(c1)OCO2 | -12
71 | Cc1nnc(SCC(=O)NC2CCCCC2)n1-n1cccc1 | -9&-8
72 | Cn1c(=O)oc2ccc(S(=O)(=O)N3CCC4(CC3)OC(=O)c3ccccc34)cc21 | -6

Other compounds:
no. | compound | SSB-PriA inh
73 | Cc1ccc(-c2ccc(=O)n(CCCNC(=O)Nc3ccccc3F)n2)cc1 | -10
74 | O=C(c1ccc(Br)cc1)N1CCCCC(c2ccc(F)cc2)C1 (configuration not stated) | -15
75 | COc1cc2c(cc1OC)C13CCN4CC5=CCOC6CC(=O)N2C1C6C5C3C4 (configuration not stated) | 7
76 | O=C1C[C@H](c2nc(-c3cccs3)no2)CN1Cc1ccc(C(F)(F)F)cc1 | 0
77 | COc1ccc(Cn2c(=O)c3ncccc3n(CC(=O)N3CCCc4ccccc43)c2=O)cc1 | -1
78 | CCCn1c(=NC(=O)c2ccc(Cl)s2)sc2c(OC)ccc(OC)c21 | -17
79 | COCCNC(=O)C(=O)NCCC(O)C1CC1 (configuration not stated) | -6
80 | O=C(Cc1cccc2ccccc12)NN=C1CCCc2ccccc21 | -11
81 | Cc1noc(C)c1S(=O)(=O)NCC#CCOc1cccc(C(F)(F)F)c1 | -25
82 | Cn1cccc1C(O)CCNC(=O)c1ccc(Br)o1 (configuration not stated) | -15
83 | CCN1C(=O)c2cccc3c(NC(=O)CS(=O)(=O)c4ccc(F)cc4)ccc1c23 | -9
84 | O=C(O)COc1ncnc2ccccc12 | -4

Ordered by number of heavy atoms (rising): seven of the compounds above
no. | compound | SSB-PriA inh
33 | CCC(C)NC(=O)Cc1csc(NC(=O)OC)n1 (configuration not stated) | -16
66 | CC(=NNC1=NCCN1)c1ccc(N)c([N+](=O)[O-])c1 | 13
25 | COCCN(Cc1ccoc1)C(=O)NCc1cccs1 | -6
5 | CSc1ccc(CC(=O)Nc2nc(-c3cccs3)cs2)cc1 | -1
65 | O=C(CON=Cc1ccccc1Cl)N1CCCc2ccccc21 | -54
34 | COc1cc(NC(=O)NCC(c2ccsc2)N2CCCC2)cc(OC)c1 (configuration not stated) | -1
73 | Cc1ccc(-c2ccc(=O)n(CCCNC(=O)Nc3ccccc3F)n2)cc1 | -10

(next part)
no. | compound | SSB-PriA inh
85 | COc1ccc(NC(=C2CCCC2=O)C2CCCCC2)cc1 | -14
86 | CCC(=O)N1CCCc2ccc(NS(=O)(=O)Cc3ccccc3)cc21 | 0
87 | C=CCNC(=O)C(=O)NC[C@@H](c1cccc2ccccc12)N(C)C | -7
88 | CC(=O)Nc1cc(C)nn1-c1nc(-c2cccs2)cs1 | -12
89 | COc1ccc(-c2noc(Cn3nc(-c4ccccc4OC)ccc3=O)n2)c(OC)c1 | -1
90 | CSc1cccc(NC(=O)Cc2csc(Nc3ccccc3)n2)c1 | 10&17
91 | COc1ccc(CNC(=S)NN=C(C)c2ccc(OC)cc2)cc1 | -3
92 | O=C(OCc1cc(-c2ccccc2F)on1)c1ccc(S(=O)(=O)N2CCOCC2)cc1 | -69
93 | Cc1nc2ccccc2c(=O)n1-c1cccc(NC(=O)COc2ccc(Cl)cc2Cl)c1 | 0
94 | Cn1c(Cl)c(C=NOC(=O)c2ccccc2Cl)c2ccccc21 | -26
95 | NC(=O)CCSSCCC(N)=O | -10
96 | O=C(CSCc1ccccc1)Nc1c2c(nn1-c1ccccc1)CSC2 | -8

The listing continues:
no. | compound | SSB-PriA inh
97 | O=C(c1cnn(-c2ccccc2)n1)N1CCc2cnc(N3CCOCC3)nc2C1 | 2
98 | CSc1nc(=O)[nH]c2c1CCC2 | -10
99 | COc1ccc2c(C)cc(SCC(N)=O)nc2c1 | -11
100 | Cc1cccc2sc(N(CCCN3CCOCC3)C(=O)c3ccnn3C)nc12 | 9
101 | O=C1OC(C(=O)NCc2ccco2)Cc2ccc(Cl)cc21 (configuration not stated) | 7
102 | Cc1cc(F)ccc1S(=O)(=O)NCC(c1ccc2c(c1)OCO2)N1CCN(c2ccccc2)CC1 (configuration not stated) | 10
103 | Cc1ccc2cc(CCNC(=S)Nc3cccc(Br)c3)c(=O)[nH]c2c1 | -4
104 | Cc1ccc(S(=O)(=O)N2CCN(c3ccc4nnc(C)n4n3)CC2)c(C)c1 | 0
105 | CC(C)n1ncc2c(C(=O)O)cc(C(C)(C)C)nc21 | -9
106 | CN(C)CC#CCNC(=O)NC1CCCCC1 | -4
107 | O=C(Cn1cnc2c([nH]c3ccccc32)c1=O)N1CCc2ccccc2C1 | -4

Screening data deposited in PubChem BioAssay by Small Molecule Screening Facility, UW Madison.

Only part of the results is shown; count on the stated rates, not on these rows.
